# PolyA inh = blocks polyadenylation in yeast reporter cells | S. cerevisiae SKY197-pL101 polyadenylation reporter, beta-gal luminescence; efflux-impaired pdr1/pdr3 knockout yeast; score 100 = 6 SD above DMSO | calls only at 12 µM | 0.02% of 300,000 active;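 active means lowest replicate activity score at least 50, where 100 means six control SD above control mean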;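 further: yeast exposed to compound for 9 h at 30 °C; higher score means more reporter readthrough which indicates perturbed polyadenylation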
# hERG rescue = shields human hERG channel from block by proarrhythmic agents. activation (rescue from dofetilide block), less the hit threshold, % at 10 µM. AID 1511. CHO-hERG, FluxOR thallium flux, dofetilide IC70 present. 0.51% of 310,000 active;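 active means activation above the mean of controls blocked by dofetilide plus 5 SD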;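 further: thallium influx through hERG after potassium depolarization seen as dye fluorescence rise; in these data hits start at about 4.7%; inactives centre near -7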
# KCNK9 block = blocks the human KCNK9 two-pore domain potassium channel | HEK293 KCNK9, FluxOR thallium flux fluorescence; hits give low values | Q9NPC2 | 1.2% of 310,000 active | B-score at 10 µM;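 active means ratio B-score over 3 SD below the library mean, with starting fluorescence within 5 SD of its mean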;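 further: negative B-score means less thallium flux so channel inhibition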
# KCNQ1 block = blocks the human KCNQ1 potassium channel. P51787. CHO-K1 KCNQ1, FluxOR thallium flux fluorescence; hits give high values. B-score at 10 µM. 1.3% of 310,000 active. AID 2642;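 active means compounds whose thallium flux B-score, printed positive for inhibition, exceeds three library SD while starting fluorescence stays within three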;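 further: channel opened by potassium depolarization with thallium stimulus after 20 min compound exposure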
# KCNQ1 pot = potentiates or activates the human KCNQ1 potassium channel; B-score at 10 µM; 0.35% of 310,000 active; P51787; CHO-K1 KCNQ1, thallium flux FluxOR fluorescence; hits give high values;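 active means fluorescence ratio B-score, a plate-corrected score, at least three library SD, with initial intensity B-score within 5 SD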
#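 Assay system: CHO-K1 cells stably expressing KCNQ1. Medium: assay buffer for compound exposure, DMSO matched across wells. Timing: 37 °C overnight plating, 90-min dark dye load, 20-min compound pretreatment. Signal: kinetic FluxOR fluorescence, 10 s baseline plus 110 s post-stimulus.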
# TRPC4 inh = inhibitors of mouse TRPC4 channel. Q9QUQ5. HEK293 TRPC4beta/mu-opioid, DAMGO-evoked Fluo4 calcium flux; hits give low values. B-score at 10 µM. 0.39% of 300,000 active. AID 2247;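 active means B-score over 3 SD under the library average, no early fluorescence shift, positive overall ratio signal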
# Target sequence (Q9QUQ5 whole entry, looked up): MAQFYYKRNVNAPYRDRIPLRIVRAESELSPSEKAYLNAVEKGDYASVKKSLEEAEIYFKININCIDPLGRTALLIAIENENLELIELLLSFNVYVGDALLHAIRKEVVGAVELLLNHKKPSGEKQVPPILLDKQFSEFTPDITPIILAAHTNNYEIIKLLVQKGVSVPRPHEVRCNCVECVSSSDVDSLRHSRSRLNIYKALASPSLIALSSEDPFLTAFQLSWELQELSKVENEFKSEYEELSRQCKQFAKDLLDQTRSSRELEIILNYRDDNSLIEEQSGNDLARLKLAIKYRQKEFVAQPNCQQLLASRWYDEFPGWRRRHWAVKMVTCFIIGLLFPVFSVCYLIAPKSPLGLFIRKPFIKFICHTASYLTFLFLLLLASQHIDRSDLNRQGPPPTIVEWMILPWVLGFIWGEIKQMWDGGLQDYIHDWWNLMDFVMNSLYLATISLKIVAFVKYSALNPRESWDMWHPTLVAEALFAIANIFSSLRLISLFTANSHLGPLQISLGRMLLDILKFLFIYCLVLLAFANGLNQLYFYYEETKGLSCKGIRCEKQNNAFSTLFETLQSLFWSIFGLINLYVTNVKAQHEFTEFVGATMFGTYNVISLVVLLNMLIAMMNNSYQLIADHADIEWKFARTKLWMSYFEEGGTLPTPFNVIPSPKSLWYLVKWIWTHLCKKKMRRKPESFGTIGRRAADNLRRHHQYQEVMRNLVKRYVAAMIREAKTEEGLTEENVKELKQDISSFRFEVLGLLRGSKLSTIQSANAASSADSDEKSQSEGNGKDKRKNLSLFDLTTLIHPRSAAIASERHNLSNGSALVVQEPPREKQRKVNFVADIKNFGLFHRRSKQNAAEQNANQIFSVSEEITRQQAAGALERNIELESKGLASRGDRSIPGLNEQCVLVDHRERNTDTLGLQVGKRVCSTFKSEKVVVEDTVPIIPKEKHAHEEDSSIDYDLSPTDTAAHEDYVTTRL
#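 Assay system – HEK293 line stably carrying TRPC4beta and mu-opioid receptor · Doses – single dose · Detection – Fluo4 calcium-dye fluorescence, kinetic read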
# Platelet DG rel = modulates dense granule release in human platelets; inhibition, %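 (compounds screened at 7.5 µM in platelet-rich plasma)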; 0.22% of 300,000 active; human platelet-rich plasma, SFLLRN dense granule ATP release, luminescence;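 active means mean replicate score, as percent of positive control, at or above 50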
# TRPC4 agonist = activators of mouse TRPC4 channel | 0.49% of 310,000 active | B-score at 10 µM | Q9QUQ5 | HEK293 TRPC4beta/mu-opioid, Fluo4 calcium fluorescence; hits give high values;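 active means B-score above 5 SD of library B-scores, and initial fluorescence ratio not above library mean plus 5 SD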;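 further: positive B-score marks a calcium rise read as TRPC4 activation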
#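 Test system: HEK293 cells stably co-expressing mouse TRPC4beta and mu-opioid receptor | Schedule: Fluo4 dye loading 45 min at room temperature, 110 s recording | Measured by: Kinetic Fluo4 calcium fluorescence, 5 s baseline at 1 Hz | Evaluation: B score of integrated ratio | Controls: Buffer (low) and maximal DAMGO (high)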
# TRPC4 PAM = allosteric potentiators of mouse TRPC4 channel; AID 2227; HEK293 TRPC4beta/mu-opioid, DAMGO EC20, Fluo-4 Ca2+ flux; hits give high values; B-score at 10 µM; 0.42% of 310,000 active; Q9QUQ5;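 active means B-score of calcium response area above 5 SD of library B-scores, with initial fluorescence ratio within 5 SD of library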;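 further: B-score of integrated fluorescence ratio over time as area under calcium response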
# KCNK3 block = human KCNK3 channel inhibition, primary screen; CHO-KCNK3 thallium flux, FluxOR fluorescence; hits give low values; B-score at 10 µM; 0.84% of 340,000 active;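 active means B-score under library mean minus 4 SD, starting fluorescence ratio at most library mean plus 5 SD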;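 further: more negative B-score means stronger inhibition of thallium flux through KCNK3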
# DYRK1A inh = Dyrk1A (rat) kinase inhibition; Q63470; ADP-Glo luminescence, NFATc1 peptide; inhibition, % at 12.5 µM; 0.43% of 310,000 active; in the data active means inhibition above about 50%;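 further: plate controls were vehicle with enzyme for no effect and no enzyme for full effect; many of its hits are not listed in these tables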
# The depositor's hits bear a star; i = inactive; nt = not tested or not shown.
Molecule	PolyA inh	hERG rescue	KCNK9 block	KCNQ1 block	KCNQ1 pot	TRPC4 inh	Platelet DG rel	TRPC4 agonist	TRPC4 PAM	KCNK3 block	DYRK1A inh
N#Cc1ccc(OCc2noc(-c3ccsc3)n2)cc1	i	-9	i	i	i	i	-5	i	i	i	nt
O=C(NNC1CC(=O)N(c2cccc(Cl)c2)C1=O)c1cccs1 (stereo not given)	i	-6	i	i	i	i	-2	i	i	i	3
C#CC[N+](C)(C)CCCCCCCCC	i	-5	i	i	i	i	-7	i	i	i	-5
CCc1cc(=O)oc2cc(O[C@@H]3O[C@H](CO)[C@@H](O)[C@H](O)[C@H]3O)c(Cl)cc12	i	-4	i	i	i	i	nt	i	i	i	9
CCOC(=O)c1c(S(=O)(=O)NCC(=O)Nc2cccc(C)c2C)c(C)n(C)c1C	i	-7	i	i	i	i	-8	i	i	i	-5
C=CCN1C(=O)C(CC(=O)NCC)SC1=Nc1ccccc1CC (stereo not given)	i	-3	i	i	i	i	-14	i	i	i	3
COc1ccc(O)c(C(=O)c2cnc3c(c2)CN(C)C(=O)N3)c1	i	-15	i	i	i	i	15	i	i	i	-3
O=C1/C(=C/c2cccs2)COc2ccccc21	i	-3	i	i	i	i	-2	i	i	i	3
c1ccc(COc2ccc(OCCN3CCCCC3)cc2)cc1	i	-11	i	i	i	i	-31	i	i	i	nt
CC(=O)n1nc(-c2ccccc2)cc1-c1ccccc1	i	-10	i	i	i	i	3	i	i	i	7
Cc1[nH]c(=O)[nH]c(=O)c1S(=O)(=O)N1CCC(C(=O)N2CCN(Cc3ccccc3)CC2)CC1	i	0	i	i	i	i	19	i	i	i	-3
C=CCN=c1sc(C(=O)OC)cc(=O)n1CC=C	i	-3	i	i	i	i	9	i	i	i	-2
O=C(CNC(=S)N(Cc1ccccc1Cl)C1CCCC1)NCCCN1CCOCC1	i	-10	i	i	i	i	-7	i	i	i	nt
Cc1nc2ccc(C(=O)N3CCCC(CO)(Cc4ccc(F)cc4F)C3)cc2nc1C (stereo not given)	i	-11	i	i	i	i	-6	i	i	i	-4
CCN(CC)S(=O)(=O)c1ccc(OC)c(NC(=O)Cc2cccs2)c1	i	-3	i	i	i	i	12	i	i	i	nt
CCN(CC)C(=O)c1csc(Nc2ccc(C)cc2)n1	nt	-9	i	i	i	i	-14	i	i	i	0
Cc1ccc(NC(=O)CCc2c(C)nc3ncnn3c2C)nc1	i	-8	i	i	i	i	2	i	i	i	4
O=C(NCc1ccccc1)c1ccc(=O)oc1	i	-10	i	i	i	i	-8	i	i	i	nt
Cc1cc(N2CCOCC2)nc2ccc(NC(=O)CCC(=O)N3CCN(c4ccccc4F)CC3)cc12	i	-11	i	i	i	i	3	i	i	i	1
COc1ccccc1C(=O)NNC(=S)NC(=O)c1sc2ccccc2c1Cl	nt	25*	i	i	25*	-8*	-5	48*	i	i	-4
O=C1C2C3C=CC(C2C(=O)N1CCCO)C1C2C(=O)N(CCCO)C(=O)C2C31 (stereo not given)	i	-5	i	i	i	nt	10	i	i	i	-8
COc1cccc(/C=N/NC(=O)CN2CC(c3ccccc3)CC2=O)c1O (stereo not given)	i	-18	i	i	i	i	15	i	i	i	3
COCc1[nH][nH]c(=O)c1C=Nc1ccc(OC(F)(F)F)cc1	i	3	i	i	i	i	3	i	i	i	1
COc1ccccc1N1CCN(C2CCCN(C(=O)CCN3CCCCO3)C2)CC1 (stereo not given)	nt	-3	i	i	i	i	5	i	i	i	-2
Cn1c(=O)n(C)c2cc([N+](=O)[O-])c(N3CCN(C(=O)C(C)(C)C)CC3)cc21	i	-14	i	i	i	i	-3	i	i	i	1
C=CCN(C(=O)CSc1nc2ccsc2c(=O)n1Cc1ccccn1)c1ccccc1	i	-12	i	i	i	i	2	i	i	i	0
N#Cc1c2ccc(O)cc2n2ccccc12	i	-28	i	i	i	i	5	i	i	i	87*
CC1CCCCN1S(=O)(=O)c1cccc2nonc12 (stereo not given)	i	-9	i	i	i	i	-6	i	i	i	-4
CC(=O)c1cccc(NS(=O)(=O)c2ccc(N/C=C\C(=O)c3ccc(F)cc3)cc2)c1	i	-5	i	i	i	i	0	i	i	i	12
O=C(NCC(=O)N1CCN(S(=O)(=O)c2ccccc2)CC1)c1ccc2ccccc2c1	i	-3	i	i	i	i	-12	i	i	i	6

# Twelve compounds from above, ordered by length of the SMILES, rising:
Molecule	PolyA inh	hERG rescue	KCNK9 block	KCNQ1 block	KCNQ1 pot	TRPC4 inh	Platelet DG rel	TRPC4 agonist	TRPC4 PAM	KCNK3 block	DYRK1A inh
C#CC[N+](C)(C)CCCCCCCCC	i	-5	i	i	i	i	-7	i	i	i	-5
N#Cc1c2ccc(O)cc2n2ccccc12	i	-28	i	i	i	i	5	i	i	i	87*
O=C(NCc1ccccc1)c1ccc(=O)oc1	i	-10	i	i	i	i	-8	i	i	i	nt
O=C1/C(=C/c2cccs2)COc2ccccc21	i	-3	i	i	i	i	-2	i	i	i	3
C=CCN=c1sc(C(=O)OC)cc(=O)n1CC=C	i	-3	i	i	i	i	9	i	i	i	-2
C=CCN1C(=O)C(CC(=O)NCC)SC1=Nc1ccccc1CC (stereo not given)	i	-3	i	i	i	i	-14	i	i	i	3
COCc1[nH][nH]c(=O)c1C=Nc1ccc(OC(F)(F)F)cc1	i	3	i	i	i	i	3	i	i	i	1
COc1ccc(O)c(C(=O)c2cnc3c(c2)CN(C)C(=O)N3)c1	i	-15	i	i	i	i	15	i	i	i	-3
O=C(CNC(=S)N(Cc1ccccc1Cl)C1CCCC1)NCCCN1CCOCC1	i	-10	i	i	i	i	-7	i	i	i	nt
Cc1nc2ccc(C(=O)N3CCCC(CO)(Cc4ccc(F)cc4F)C3)cc2nc1C (stereo not given)	i	-11	i	i	i	i	-6	i	i	i	-4
CCOC(=O)c1c(S(=O)(=O)NCC(=O)Nc2cccc(C)c2C)c(C)n(C)c1C	i	-7	i	i	i	i	-8	i	i	i	-5
Cc1[nH]c(=O)[nH]c(=O)c1S(=O)(=O)N1CCC(C(=O)N2CCN(Cc3ccccc3)CC2)CC1	i	0	i	i	i	i	19	i	i	i	-3

# Further entries:
Molecule	PolyA inh	hERG rescue	KCNK9 block	KCNQ1 block	KCNQ1 pot	TRPC4 inh	Platelet DG rel	TRPC4 agonist	TRPC4 PAM	KCNK3 block	DYRK1A inh
COc1ccc2[nH]cc(C(=O)CN3CC(C)CC(C)C3)c2c1 (stereo not given)	i	-6	i	i	i	i	-3	i	i	i	2
CCn1c(Cc2ccccc2)nnc1SCC(=O)Nc1ccccc1N1CCOCC1	i	-3	i	i	i	i	-6	i	i	i	-6
Nc1c(Cl)ncnc1N/N=C/c1ccnc2ccccc12	i	-7	i	i	i	i	22	i	i	i	17
COc1ccc(N(C(=O)c2snc(C(N)=O)c2N)C(C(=O)NC2CCCC2)c2ccc3ncccc3c2)cc1 (stereo not given)	i	-11	i	i	i	i	3	i	i	i	7
CCOC(=O)c1c(CN(CC)CC)n(C)c2cc(Br)c(O)cc12	i	-15	i	i	i	i	-1	i	i	i	0
CCOC(=O)c1cnc2ccc(C)cc2c1Sc1ccccc1	i	-7	i	i	i	i	0	i	i	i	43
O=C1Nc2ccccc2C12OCCCO2	i	-1	i	i	i	i	7	i	i	i	1
CCOC(=O)NC1c2ccccc2Oc2ccccc21	i	-12	i	i	i	i	-1	i	i	i	0
CCCc1ccc(OCCNC(=O)c2ccccc2Br)cc1	i	-11	i	i	i	i	-8	i	i	i	nt
C=CCNC(=O)CN1C(=O)c2cccc3cccc1c23	i	-2	i	i	i	i	13	i	i	i	0
CC(C)N(C(C)C)S(=O)(=O)c1ccc(NC(=O)c2cnccn2)cc1	i	-11	i	i	i	i	5	i	i	i	6
COc1cccc(NC(=S)/C(=C(\[O-])c2ccc(OC(F)F)cc2)[n+]2ccccc2)c1	i	-19	i	i	i	i	1	i	i	i	13
O=C(Nc1cccc(Cl)c1N1CCOCC1)c1ccc2c(c1)OCCO2	i	-15	i	i	i	i	-1	i	i	i	-5
COc1ccc(CCNC(=O)c2nnc(Cc3c(F)cccc3Cl)o2)cc1OC	i	-7	i	i	i	i	-1	i	i	i	-2
Cc1ccc(OCCCC(=O)NCc2ccco2)cc1	i	-16	i	i	i	i	-8	i	i	i	-5
O=S(=O)(c1ccc(Oc2ccc3oc4ccccc4c3c2)nc1)N1CCCC1	i	-3	i	i	i	i	1	i	i	i	0
Cc1ccc(NC(=O)C(C)c2ccc(-c3ccccc3)c(F)c2)cc1 (stereo not given)	i	-3	i	i	i	i	3	i	i	i	7
COc1ccc(/C=C2\SC(=S)N(C(C(=O)O)c3ccccc3)C2=O)c(OC)c1 (stereo not given)	i	-9	i	i	i	i	15	i	i	i	0
CN1CCc2c(sc(NC(=O)Cc3ccccc3)c2C#N)C1	i	-7	i	i	i	i	3	i	i	i	0
Cc1cc(C(=O)COC(=O)Cc2n[nH]c(=O)c3ccccc23)c(C)n1-c1ccc2c(c1)OCCO2	i	-12	i	i	i	i	4	i	i	i	-3
COc1ccc(C(C)NC(=O)Cc2cccs2)cc1 (stereo not given)	i	-9	i	i	i	i	0	i	i	i	0
Cc1cccc(C(=O)Nc2ccccc2C(=O)NCc2ccco2)c1	i	-12	i	i	i	i	-2	i	i	i	0
Cc1ccccc1/C(N)=N/O	i	-4	i	i	i	i	4	i	i	i	0
Cc1ccc(C)c(NC(=O)CSc2nnc(NC(=O)C3CC3)s2)c1	i	-7	i	i	i	i	-17	i	i	i	-1
Cc1ccc(Nc2ccc(C(=O)N3CCCC3)cn2)c(C)c1	i	-3	i	i	i	i	6	i	i	i	28

# Not all compounds are listed; count on the stated rates, not on these rows.
